Screening data deposited in PubChem BioAssay by several laboratories.
Rv3671c protease = Rv3671c serine protease inhibitors, primary screen, biochemical, fluorescence polarization, M. tuberculosis H37Rv; P9WHR9; inhibition, % at 5.96 µM; actives 0.048% (n = 320,000); in the data active = inhibition above about 38%;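 note: extracellular domain of Rv3671c used as enzyme; 0% = enzyme with DMSO and 100% = no enzyme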
Target sequence (P9WHR9 whole entry, looked up, the tested form may be a part): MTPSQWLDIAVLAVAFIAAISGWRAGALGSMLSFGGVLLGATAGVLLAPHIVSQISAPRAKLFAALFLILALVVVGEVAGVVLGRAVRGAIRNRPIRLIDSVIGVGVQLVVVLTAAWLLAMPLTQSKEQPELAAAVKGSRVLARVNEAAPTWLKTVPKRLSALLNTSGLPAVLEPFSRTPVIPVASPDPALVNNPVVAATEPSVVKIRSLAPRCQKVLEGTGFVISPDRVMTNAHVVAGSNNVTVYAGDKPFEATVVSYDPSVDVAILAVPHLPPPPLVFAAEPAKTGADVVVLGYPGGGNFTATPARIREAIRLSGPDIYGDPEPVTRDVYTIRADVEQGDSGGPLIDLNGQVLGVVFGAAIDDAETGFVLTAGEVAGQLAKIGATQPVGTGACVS
BoNT F protease = BoNT/F light chain protease inhibitors, primary screen, biochemical, flow cytometry, MLPCN library; Botulinum neurotoxin type F light chain protease (Clostridium botulinum); inhibition, % at 10 µM; actives 0.22% (n = 360,000); Multiplex microsphere protease cleavage assay; in the data active = inhibition above about 35%, passing the limit was not always enough; inconclusive = no clear call, values can overlap the other calls; note: plate controls were buffer without enzyme for full effect and enzyme alone for no effect
UGM FP inh = M. tuberculosis UGM enzyme inhibitors, primary screen, biochemical, fluorescence polarization, single point | purified UGM, fluorescence polarization probe displacement | inhibition, % at 10 µM | actives 0.06% (n = 320,000) | AID 504406, 2011; in the data active = inhibition above about 10%, passing the limit was not always enough; inconclusive = no clear call, values can overlap the other calls
MazEF act = activators of E. coli MazEF toxin-antitoxin RNase, primary screen, biochemical, fluorescence, uHTS. FAM/BHQ RNA-DNA oligo cleavage fluorescence, 5 h. activation, % at 20 µM. actives 0.32% (n = 350,000). AID 504720, 2011; in the data active = activation above about 50%
Target sequence (P0AE70 whole entry, looked up): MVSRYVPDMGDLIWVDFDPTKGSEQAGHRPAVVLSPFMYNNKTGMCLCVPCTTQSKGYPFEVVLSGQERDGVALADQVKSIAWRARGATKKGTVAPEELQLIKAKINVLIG
FadD28 binding = inhibitors of FadD28 bisubstrate probe binding, primary screen, biochemical, fluorescence polarization, single point; AID 588549, 2011; actives 0.22% (n = 360,000); inhibition, % at 12.5 µM; Mycobacterium tuberculosis FadD28 fatty-acid-AMP ligase; in the data active = inhibition above about 8.5%, passing the limit was not always enough; inconclusive = no clear call, values can overlap the other calls
DUSP3 inh = VHR1 phosphatase inhibitors, primary screen, biochemical, absorbance, uHTS; inhibition, % at 13.3 µM; AID 1654, 2009; actives 0.52% (n = 290,000); recombinant VHR phosphatase, pNPP absorbance; in the data active = inhibition above about 50%; note: some compounds called inactive have numbers as strong as hits
BioA inh = M. tuberculosis BioA enzyme inhibitors, primary screen, biochemical, plate reader, single point, HTS. inhibition, % at 9.99 µM. purified M. tuberculosis BioA enzyme. actives 0.096% (n = 360,000); in the data active = inhibition above about 40%; inconclusive = no clear call, values can overlap the other calls
Mtb FBA inh = Mtb FBA enzyme inhibitors, primary screen, biochemical, fluorescence, strain H37Rv; Fructose-bisphosphate aldolase (Mycobacterium tuberculosis (strain ATCC 25618 / H37Rv)), …; purified M. tuberculosis FBA, fluorescence read-out; inhibition, % at 1 µM; actives 2.3% (n = 360,000); AID 588726, 2011; in the data active = inhibition above about 27%;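 note: 0% = vehicle and 100% = reference inhibitor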
Target sequence (P9WQA3 whole entry, looked up): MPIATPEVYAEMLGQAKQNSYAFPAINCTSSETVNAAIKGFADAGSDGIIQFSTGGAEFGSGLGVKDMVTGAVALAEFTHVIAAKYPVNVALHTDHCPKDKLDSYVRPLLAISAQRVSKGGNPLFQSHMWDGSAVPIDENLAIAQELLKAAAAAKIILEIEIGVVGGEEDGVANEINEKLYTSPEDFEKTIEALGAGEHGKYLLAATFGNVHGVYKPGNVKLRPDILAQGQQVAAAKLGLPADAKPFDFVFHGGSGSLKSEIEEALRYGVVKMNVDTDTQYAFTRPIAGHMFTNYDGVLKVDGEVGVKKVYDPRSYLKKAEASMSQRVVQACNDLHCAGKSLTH
GDH-TPI counter = GDH-TPI coupling enzyme inhibitors, primary screen, artefact control for M. tuberculosis FBA inhibitor project, biochemical, absorbance, full deck. GDH-TPI coupled enzyme counterscreen, NADH absorbance. inhibition, % at 4.8 µM. actives 1.2% (n = 360,000). AID 588335, 2011;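 note: 0% = DMSO wells and 100% = wells lacking the enzyme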
CCHF vOTU inh = CCHFV vOTU protease inhibitors, primary screen, biochemical, Pep-AMC substrate, fluorescence; Crimean-Congo hemorrhagic fever virus L polyprotein viral ovarian tumor (vOTU) protease …; actives 0.55% (n = 370,000); inhibition, % at 11.5 µM; AID 651958, 2012; note: 0% = vehicle wells with enzyme and 100% = no enzyme wells
Starred values were filed as active, the others as inactive; ? = inconclusive; / = not tested or not shown; & = joins results of further samples. Cut-off read from the data, not from the text of the source, unless noted: active = inhibition above about 30%; inactive = the rest.

SMILES	Rv3671c protease	BoNT F protease	UGM FP inh	MazEF act	FadD28 binding	DUSP3 inh	BioA inh	Mtb FBA inh	GDH-TPI counter	CCHF vOTU inh
Cc1ccc(CS/C(Nc2ccccc2C)=C(\C#N)C(N)=O)c(C)c1	-8	1	1.7	-2	-0.2	7	/	-3	4	18
COc1cc(/C=N\NC(=O)c2nonc2N)c(OC)cc1Br	0	-3	-0.9	-3	0.3	39	-1.2	4	19	6
O=C(Cc1ccc(F)cc1)NCCc1cnc[nH]1	0	-6	1.0	-2	0.2	-12	5.2	-2	-2	3
O=C(c1cccc(NS(=O)(=O)c2ccc(Br)cc2)c1)N1CCCCC1	12	-3	-2.7	1	0.9	/	/	2	4	8
O=C1CC2(CCN(C(=O)C3CC(=O)N(c4ccccc4)C3)CC2)Oc2ccccc21 (configuration not stated)	9	16	-0.5	0	-1.0	/	28	12	6	-10
O=C(NCCC1=CCCCC1)c1cc2ccccc2oc1=O	4	-7	-4.5	4	0.6	13	/	9	-1	-9
O=C(COC(=O)C1=COCCO1)NC1CCCCC1	-3	0	-0.9	-8	-2.6	/	/	0	-7	-1
COC(=O)c1c(NC(=O)CCC(=O)O)sc2c1CCCCC2	-12	-2	4.6	-4	-1.2	2	/	1	7	-7
CCc1nnc(NC(=O)CCN(c2cc(C)cc(C)c2)S(=O)(=O)c2ccc(Cl)cc2)s1	1	0	0.0	14	-1.3	35	-2.0	-4	7	-5
CCc1nn(CC(=O)Nc2cc(C)ccc2C)c(=N)s1	8	-1	1.9	7	-4.0	30	/	0	-12	-8
CSc1ccc(CN2CCCN(C)CC2)cc1	5	-3	2.6	10	-0.7	11	-2.3	1	-1	14
O=C(CCl)N1CCN2C(=O)c3ccccc3C12c1ccc(Cl)cc1 (configuration not stated)	5	-4	1.3	2	-2.7	10	/	1	-5	-3
CCn1c(CNC(=O)c2ccccc2F)cc2ccccc21	-8	?	1.9	6	-2.5	44	0.9	1	-8	0
CCN(CC)CCNC(=O)/C(=C/c1cn(C)c2ccccc12)NC(=O)c1ccc(OC)c(OC)c1	2	?	1.1	6	-2.2	6	/	-4	21	-6
Clc1ccc(C2[C@H]3CN(CC4CCCCC4)[C@H](c4ccccc4)C34CC2(c2ccccc2)C4)cn1 (some centres not stated)	-8	-1	3.8	-9	-1.8	0	-0.6	5	5	-8
COc1ccc(-n2ncc3c(=O)n(CC(=O)N4CCCc5ccccc54)cnc32)cc1	-5	0	-1.4	-2	-2.3	29	1.6	5	10	-4
Cc1sc(NC(=O)CSc2nnnn2C2CCCCC2)c(C#N)c1C	-2	6	-1.7	11	-0.4	10	1.6	4	4	-5
COCCNC(=O)C1CCCN(C(=O)c2cc(-c3ccccc3)cs2)CC1 (configuration not stated)	/	-9	/	/	0.5	/	2.2	0	10	14
CCCS(=O)(=O)N1CCC(C(=O)NCc2cccnc2)CC1	-4	-2	-1.1	3	-2.2	-4	/	0	-6	7
CCN(CC(=O)Nc1ccc(NC(C)=O)cc1)C(=O)/C=C/c1c(C)nn(-c2ccc(F)cc2)c1C	5	-4	-1.0	0	-2.7	24	1.4	-2	-4	12
Cc1nnc(SCC(=O)N(C(C)C)C(C)C)[nH]c1=O	1	-6	0.6	-14	0.3	17	/	0	2	0
COc1nc(N)c(S(=O)(=O)c2ccc(C)cc2)cc1C#N	-6	0	0.2	-20	-1.4	16	6.8	10	2	-6
CN(c1ccccc1C(=O)NCc1ccccc1Cl)S(=O)(=O)c1ccccc1	2	-41	2.8	0	-6.5	4	-0.9	-2	-6	-14
NC(=S)N/N=C/c1cc([N+](=O)[O-])ccc1OCCOc1ccccc1	-9	1	-2.0	19	-1.7	10	-0.4	0	26	9
COc1ccccc1C(CCNCc1ccccc1)c1ccc(OC(C)C)cc1 (configuration not stated)	-8	-20	0.7	17	/	/	-0.8	1	4	-3
CC1CCCC(C)N1/N=C/c1cccc(Br)c1 (configuration not stated)	-2	-7	-1.1	1	/	2	0.0	2	4	-17
Cc1ccc(OCC(=O)NCCCNC(=O)c2ccccn2)cc1C	5	-6	5.7	10	-3.3	-3	/	2	-14	-1
COc1ccc(S(=O)(=O)N2CCOC23CCN(S(=O)(=O)c2cc(C)ccc2C)CC3)cc1	-2	11	5.5	2	0.3	/	-1.9	1	4	-18
CN1CCN(c2ccc(CNS(=O)(=O)c3ccc(Cl)cc3)cc2)CC1	-7	10	-1.3	4	-2.9	21	-0.3	-1	5	-9
COC(=O)C1=C(c2cccc(C#N)c2)C[C@@H]2CC[C@H]1N2C(=O)N1CCCC1	1	-7	2.8	8	-3.1	/	3.9	3	-1	-6
COc1ccc(N=Cc2ccc(N(CCC#N)CCC#N)cc2)cc1	/	6	/	13	1.3	/	/	-3	49*	14
O=C(C1CCC(=O)N1Cc1cccs1)N1CCOCC1 (configuration not stated)	-2	4	-0.2	3	-1.2	14	/	1	-3	-1
C[C@@H]1CCCCO[C@H](CN(C)C(=O)Nc2ccc3c(c2)OCO3)[C@H](C)CN([C@@H](C)CO)C(=O)c2cc(NS(=O)(=O)c3ccc(Cl)cc3)ccc2O1	/	6	/	-5	0.6	/	-1.4&-1.2	0	-12	8
CC(C)C(NC(=O)CN(c1cccc(F)c1)S(C)(=O)=O)C(C)C	10	6	-0.2	1	-0.8	42	-0.2	2	9	9
Cc1ccccc1[C@@H]1C(C#N)=C(N)S[C@H]1C(=O)c1ccccc1	3	-10	-2.3	-9	-1.1	12	1.0	-8	-2	13
COc1ccc(/C=C/C(=O)Nc2ccc(NC(C)=O)cc2)cc1S(=O)(=O)N1CCOCC1	-1	-2	-0.6	-2	-2.3	-23	0.1	0	28	17
CC1CCCCC1n1c(=S)[nH]c2ccccc2c1=O (configuration not stated)	-10	-2	-1.7	5	-1.9	5	/	0	-4	9
O=C(NCC1CCOCC1)C1Cc2c(-c3ccccc3Oc3ccccc3)ccnc2O1 (configuration not stated)	/	0	/	/	-2.8	/	0.1	-1	-7	4
O=C(NC(=S)Nc1cccc2ncccc12)c1ccccc1	-5	-2	0.9	-3	-1.4	6	/	0	-2	-4
CSc1ccccc1NC(=O)Nc1cccc(Cl)c1	-15	0	/	119*	-6.1	17	-0.8	-3	1	-1
COc1ccc(-c2c(C#Cc3ccsc3)c3cc(-c4cccc5[nH]ccc45)ccc3n2C)cc1	-20	-6	-1.8	1	-2.1	/	-0.8	24	17	9
O=c1c(-c2ccccc2)c[nH]n1-c1cccc([N+](=O)[O-])c1	7	-5	-0.4	-1	-2.1	22	/	-1	8	-9
COc1cc(-c2ccccc2)[nH]c(=S)n1	9	-2	2.0	-1	-1.1	/	0.0	-3	2	0
COc1ccc2sc(-c3ccccc3OC)c(C#CC(C)(C)O)c2c1	-14	1	0.5	-3	-9.0	/	-0.8	3	11	3
Cc1ccc(F)c(S(=O)(=O)NC(=O)C2(C)CCN2C(=O)Cc2cc(F)ccc2F)c1 (configuration not stated)	/	-1	/	/	-1.1	/	-1.7	1	10	-7
O=C(O)c1ccccc1C(=O)Nc1ccc(Oc2ccccc2)cc1	4	5	-0.5	-4	-1.3	14	1.9	1	4	2
CCCN1C(=O)SC(CC(=O)Nc2ccc(Br)cc2)C1=O (configuration not stated)	-13	5	-0.4	-1	-2.5	-23	0.1	-5	2	13
CCS(=O)(=O)c1ccc2oc(SCC(=O)NC3CCCC(C)C3C)nc2c1 (configuration not stated)	7	-4	-1.4	-2	-1.7	-39	0.2	1	-7	-14
Cc1cccc(NS(=O)(=O)c2cc3c4c(c2)CC(=O)N4CCC3)c1C	-4	-6	-1.0	6	-1.1	2	1.1	3	5	11
CN1C(=O)NC(NC(=O)c2ccncc2)(C(F)(F)F)C1=O (configuration not stated)	4	3	1.1	-3	-2.1	25	-2.9	1	18	-3
O=C(NCCc1ccccc1)N1CCCC(CNS(=O)(=O)Cc2ccccc2)C1 (configuration not stated)	9	-1	1.4	14	0.0	34	/	0	4	10
S=C(Nc1ccc(Oc2ccccc2)cc1)N1CCOCC1	4	?	2.5	10	-1.1	14	-1.6	3	10	-14
CNC(=O)/C=C/c1cc(C(=O)c2ccc(Cl)cc2Cl)cn1C	2	-1	-0.4	9	-2.1	20	/	-3	21	-1
Cn1nnnc1Sc1ncnc2scc(-c3cccc4c3sc3ccccc34)c12	-7	6	6.4	-11	-9.9	/	-1.8	0	1	3

By substructure, those above with a Cl atom
SMILES	Rv3671c protease	BoNT F protease	UGM FP inh	MazEF act	FadD28 binding	DUSP3 inh	BioA inh	Mtb FBA inh	GDH-TPI counter	CCHF vOTU inh
CCc1nnc(NC(=O)CCN(c2cc(C)cc(C)c2)S(=O)(=O)c2ccc(Cl)cc2)s1	1	0	0.0	14	-1.3	35	-2.0	-4	7	-5
O=C(CCl)N1CCN2C(=O)c3ccccc3C12c1ccc(Cl)cc1 (configuration not stated)	5	-4	1.3	2	-2.7	10	/	1	-5	-3
Clc1ccc(C2[C@H]3CN(CC4CCCCC4)[C@H](c4ccccc4)C34CC2(c2ccccc2)C4)cn1 (some centres not stated)	-8	-1	3.8	-9	-1.8	0	-0.6	5	5	-8
CN(c1ccccc1C(=O)NCc1ccccc1Cl)S(=O)(=O)c1ccccc1	2	-41	2.8	0	-6.5	4	-0.9	-2	-6	-14
CN1CCN(c2ccc(CNS(=O)(=O)c3ccc(Cl)cc3)cc2)CC1	-7	10	-1.3	4	-2.9	21	-0.3	-1	5	-9
C[C@@H]1CCCCO[C@H](CN(C)C(=O)Nc2ccc3c(c2)OCO3)[C@H](C)CN([C@@H](C)CO)C(=O)c2cc(NS(=O)(=O)c3ccc(Cl)cc3)ccc2O1	/	6	/	-5	0.6	/	-1.4&-1.2	0	-12	8
CSc1ccccc1NC(=O)Nc1cccc(Cl)c1	-15	0	/	119*	-6.1	17	-0.8	-3	1	-1
CNC(=O)/C=C/c1cc(C(=O)c2ccc(Cl)cc2Cl)cn1C	2	-1	-0.4	9	-2.1	20	/	-3	21	-1

An unsorted share of the library (roughly 4.9% active in at least one column).
